STEP inh: STEP (human) phosphatase inhibition; P54829; recombinant STEP, OMFP fluorogenic substrate, fluorescence; inhibition, % at 20 µM; 360,000 compounds, 0.25% hits;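 active means inhibition at 20 µM, scaled per plate between control wells, above about 37%, limit read from the data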;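 further: 0% = DMSO with enzyme and substrate and 100% = substrate only without enzyme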
Target sequence (P54829 whole entry, looked up): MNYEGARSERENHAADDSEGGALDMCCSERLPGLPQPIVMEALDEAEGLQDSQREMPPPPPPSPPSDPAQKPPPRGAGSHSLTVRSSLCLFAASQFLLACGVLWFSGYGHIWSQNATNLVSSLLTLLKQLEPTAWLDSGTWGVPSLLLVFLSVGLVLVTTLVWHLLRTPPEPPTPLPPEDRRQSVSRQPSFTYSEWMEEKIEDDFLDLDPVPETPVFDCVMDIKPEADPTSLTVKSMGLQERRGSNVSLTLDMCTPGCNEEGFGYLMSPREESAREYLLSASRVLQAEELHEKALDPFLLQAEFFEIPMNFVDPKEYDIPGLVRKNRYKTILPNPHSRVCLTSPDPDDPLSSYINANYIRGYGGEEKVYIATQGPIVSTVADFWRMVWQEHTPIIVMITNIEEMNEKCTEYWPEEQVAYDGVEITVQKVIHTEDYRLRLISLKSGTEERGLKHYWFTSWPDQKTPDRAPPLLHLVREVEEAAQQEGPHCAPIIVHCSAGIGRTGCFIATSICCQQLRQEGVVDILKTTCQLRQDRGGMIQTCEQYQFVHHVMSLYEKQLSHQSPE
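material = STEP tyrosine phosphatase | reagent = fluorogenic phosphatase substrate OMFP at 25 µM final | doses = single compound dose of 20 µM, 1% DMSO final | schedule = 20 min reaction, room temperature, in the dark | measured by = fluorescence, 480/540 nm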
CSN inh: blocks human CSN-mediated cullin deneddylation | Q92905 | Purified CSN, SCF-Nedd8-OG deneddylation, fluorescence polarization | inhibition, % at 12.5 µM | 360,000 compounds, 0.38% hits | AID 651999;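 active means pattern-corrected inhibition above about 35%, with an unprinted fluorescence ratio check between 0.5 and 1.5, limit read from the data, passing the limit was not always enough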;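 further: 0% = enzyme with substrate and 100% = substrate without enzyme; some results filed as inactive read as strong as hits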
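Material: human Csn5 produced in HEK293T cells; Input: enzyme 0.24 nM; Reagent: SCFSkp2-Nedd8OG substrate at 10 nM final; Dosing: 12.5 µM compound; Incubation: 90 min reaction at room temperature; Detection: fluorescence polarization of the substrate; Evaluation: % inhibition of substrate cleavage by Csn5; Control set: substrate-only high control, full reaction low control.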
LMPTP inh: blocks human LMPTP phosphatase | P24666 | recombinant LMPTP-A, OMFP fluorogenic substrate, fluorescence intensity | inhibition, % at 20 µM | 360,000 compounds, 0.22% hits | AID 651560;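 active means compounds that cut the enzyme signal by at least half of the control window in the single-dose screen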;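 further: plate controls were DMSO wells with enzyme plus substrate for no effect and substrate without enzyme for full effect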
Target sequence (P24666 whole entry, looked up): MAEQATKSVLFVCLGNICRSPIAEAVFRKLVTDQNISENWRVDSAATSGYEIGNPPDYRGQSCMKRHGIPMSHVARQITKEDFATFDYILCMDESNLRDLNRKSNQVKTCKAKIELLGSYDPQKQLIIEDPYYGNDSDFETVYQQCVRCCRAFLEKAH
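Test system – LMPTP-A phosphatase enzyme · Quantity – 0.625 nM LMPTP-A final · Reagent – OMFP substrate, 400 µM final · Dosing – one test concentration per compound, 20 µM, with 3% DMSO overall · Timing – 50 min enzyme reaction at room temperature, protected from light · Detection – fluorescence intensity · Controls – substrate-only low control, DMSO enzyme-plus-substrate high control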
Rpn11 inh: inhibitors of human proteasome Rpn11; human 26S proteasome, Ub4-pepOG fluorescence polarization; 20S core pre-blocked with epoxomicin; calls only at 20 µM; 360,000 compounds, 0.59% hits; AID 588493;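 active means inhibition at 20 µM, scaled to each plate's controls, above about 33%, limit read from the data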
Neddylation inh: inhibitors of human cullin neddylation. calls only at 25 µM. 360,000 compounds, 0.58% hits. P61081+Q13564. TR-FRET cullin neddylation, biochemical; in the data active means inhibition above about 36%
Scp1 inh: blocks human Scp-1 phosphatase activity; Recombinant Scp1, phosphopeptide, malachite green phosphate absorbance; inhibition, % at 20 µM; 340,000 compounds, 0.88% hits;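 active means inhibition above about 50% at 20 µM, limit read from the data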;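 further: plate controls were DMSO wells with enzyme for no effect and wells lacking enzyme for full effect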
Target sequence (Q9GZU7 76-261 limits assumed): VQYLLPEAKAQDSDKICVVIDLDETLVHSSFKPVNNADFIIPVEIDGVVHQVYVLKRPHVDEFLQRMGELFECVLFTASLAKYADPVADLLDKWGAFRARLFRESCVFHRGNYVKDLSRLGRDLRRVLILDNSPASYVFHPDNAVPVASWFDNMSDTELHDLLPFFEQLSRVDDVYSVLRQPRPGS
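Test system: SCP-1 catalytic domain; Buffer or medium: Acidic Tris acetate buffer with magnesium and detergent; Also added: Phosphorylated 17-residue peptide substrate; Compound: single 20 µM dose, 1% DMSO; Schedule: enzyme reaction 45 min at room temperature, colour 5 min, stabilisation 30 min; Signal: Phosphate-binding colour reagent, absorbance read at 630 nm.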
NadD block: inhibitors of Staphylococcus aureus NadD; inhibition, % at 20 µM; 360,000 compounds, 0.78% hits; AID 602399; purified NadD enzyme, colorimetric absorbance read-out; in the data active means inhibition above about 26%; further: some compounds past the cut are filed as inactive
DNMT1 block: blocks human DNA methyltransferase DNMT1; DNMT1 molecular beacon, Hinp1I cleavage, fluorescence; AID 588458; inhibition (reported as % activation of signal), % at 10 µM; 360,000 compounds, 0.83% hits; in the data active means inhibition above about 50%
Rin1 Abl inh: blocks binding of human Rin1 to Abl; P00519+Q13671; TR-FRET Rin1/Abl binding, biochemical; inhibition, % at 7.35 µM; 360,000 compounds, 0.4% hits; in the data active means inhibition above about 5%, passing the limit was not always enough
SUMO1-SIM PPI: SUMO1-SIM interaction modulation; inhibition, % at 20 µM; 360,000 compounds, 0.33% hits; SUMO1 binding to a labelled peptide, TR-FRET, 1 h; AID 602429; in the data active means inhibition above about 37%
Target sequence (P63165 whole entry, looked up): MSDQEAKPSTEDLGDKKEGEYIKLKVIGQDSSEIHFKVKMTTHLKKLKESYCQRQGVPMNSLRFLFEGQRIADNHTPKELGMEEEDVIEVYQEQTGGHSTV
Active calls of the source: *; i = inactive; . = not tested or not shown. Compounds were not picked by outcome (roughly 3.8% active in at least one column).

SMILES | STEP inh | CSN inh | LMPTP inh | Rpn11 inh | Neddylation inh | Scp1 inh | NadD block | DNMT1 block | Rin1 Abl inh | SUMO1-SIM PPI
CCOC(=O)C1Oc2ccccc2C(C(=O)OC)=C1C(=O)OC (stereo not drawn) | 1 | 1 | -0.5 | i | i | 4 | -2 | 5 | 1 | -3
CCOc1ccccc1N1CCN(C(=O)Nc2cccc(Cl)c2)CC1 | 0 | 6 | -0.2 | i | i | 0 | -3 | -5 | 0 | 2
CCOc1cccc2cc(C(=O)Oc3ccc(OC)cc3)c(=O)oc12 | 5 | 3 | 0.5 | i | i | -14 | -8 | -3 | -3 | -23
Cc1cccc(NC(=O)COn2nnc3ccc(S(C)(=O)=O)cc32)c1 | -4 | 2 | -1.2 | i | i | -2 | 1 | 2 | 5 | 5
O=C(Nc1ccc(F)cc1)N1CCN(CCc2ccccc2)CC1 | 0 | -3 | -0.8 | i | i | -7 | -7 | -1 | -2 | -2
CCOc1cc(/C=C2\C(=N)N3N=C(S(=O)(=O)CC)SC3=NC2=O)ccc1OC(=O)c1ccco1 | -1 | 12 | -0.5 | i | i | 14 | 6 | 8 | 3 | 3
COCCOC(=O)c1c(C)oc2ccc(OS(C)(=O)=O)cc12 | 1 | -2 | -0.9 | i | i | -7 | -3 | 0 | -1 | 1
CC(CNC(=O)COc1ccc2c(c1)OCO2)c1ccccc1 (stereo not drawn) | 1 | 1 | -1.7 | i | i | -5 | 0 | 1 | -2 | 13
COc1ccc(S(=O)(=O)N2CCC(NC(=O)C3CCCCC3)CC2)cc1 | -2 | 3 | -0.8 | i | i | -10 | -4 | 1 | -1 | -3
C=CCSc1nc2ccccc2c(=O)[nH]1 | -2 | 1 | -2.3 | i | i | -6 | 2 | 2 | -1 | 2
Nc1nc2ccccc2cc1C(=O)NCc1ccc(-c2ccccc2)cc1 | . | 2 | 3.4 | . | i | . | . | . | . | 3
O=C(N/C=C\c1ccccc1)NCc1ccc(Cl)cc1Cl | -4 | -3 | -0.2 | i | i | -7 | 14 | 3 | 1 | 0
CC(Nc1nc(N2CCN(S(C)(=O)=O)CC2)nc2ccccc12)c1ccccc1 (stereo not drawn) | 3 | 7 | 20 | i | . | -4 | -3 | -11 | 0 | -1
CC(C)(C)OC(=O)N1CC2Cc3[nH]c(=O)ccc3C(C2)C1 (stereo not drawn) | -1 | 0 | -2.0 | i | i | 3 | -3 | 3 | -1 | -1
O=C(Nc1cccc([N+](=O)[O-])c1)c1cc(S(=O)(=O)N2CCOCC2)cs1 | -1 | -2 | 1.3 | i | i | -5 | 1 | -3 | 3 | -7
Cn1c(=NC(=O)C2CC2)sc2cccc(F)c21 | 1 | 2 | 0.3 | i | i | -6 | -1 | 6 | 0 | 4
Cc1noc(C)c1CSCC(=O)Nc1cc(S(=O)(=O)N2CCCCC2)ccc1OC(C)C | -3 | -3 | 1.2 | i | i | -3 | -3 | -8 | 0 | 3
Cc1c(CC(=O)NCC(=O)N[C@H](Cc2ccccc2)C(=O)O)c(=O)oc2cc(O)ccc12 | -1 | 2 | -1.7 | i | . | 1 | 0 | 2 | -4 | 7
CCn1cc(C(=O)NN)c(=O)c2cc(F)c(N3CCN(C)CC3)cc21 | -1 | -5 | -1.6 | i | i | -7 | -8 | -1 | -2 | 4
O=C(Nc1nccs1)c1sc2cc(Cl)ccc2c1Cl | -1 | 2 | 2.7 | i | i | -4 | 11 | 1 | -5 | -2
C[C@@H]1NS(=O)(=O)[C@H]2C[C@@H]3C=C[C@]2(O3)[C@H]1OC(=O)c1ccc(C(C)(C)C)cc1 | -2 | -3 | 1.0 | i | i | -3 | 5 | 5 | 4 | 5
Cc1cc(S(=O)(=O)N(Cc2ccc3c(c2)OCO3)CC2CCCO2)ccc1-n1cnnn1 (stereo not drawn) | 2 | -4 | -0.1 | i | i | -2 | -3 | -2 | 0 | 1
CCN(CC)C(=O)C1CCCN(Cc2ccc(F)c(F)c2)C1 (stereo not drawn) | 4 | -3 | -0.3 | i | i | -7 | -6 | -10 | -1 | -3
O=C1CCC/C(=N\NC(=O)NC2CCCCC2)C1 | -4 | 1 | -0.8 | i | i | -9 | -4 | -3 | 3 | -8
Cc1cc(C)n(-c2nnc(C)n2/N=C/c2ccccc2F)n1 | 3 | -1 | -1.5 | i | i | 0 | 1 | 3 | -1 | -3
O=C(c1ccc(F)cc1)c1cc2ccccc2o1 | -1 | 1 | 0.1 | i | i | -5 | -4 | 1 | -1 | -15
COC(=O)c1cccc(NC(=O)Nc2ccc(Cl)c(Cl)c2)c1 | 10 | 2 | 3.3 | i | i | -4 | -8 | -5 | -1 | 2
CCc1cc2c(NCC3CCCO3)ncnc2s1 (stereo not drawn) | -2 | -3 | -1.1 | i | i | 3 | -6 | 8 | 5 | 1
COc1ccccc1C1CC(c2ccc(F)cc2)Nc2ncnn21 (stereo not drawn) | 1 | 2 | -0.4 | i | i | -6 | 2 | -3 | -2 | 4
Cn1c(=O)cc(SCC(=O)NCc2ccc(F)cc2)c2ccccc21 | 2 | 2 | -1.3 | i | i | -6 | 0 | 2 | -25 | 0
O=C(N/N=C/C=C\c1ccccc1[N+](=O)[O-])c1ccccn1 | -1 | 3 | 0.3 | i | i | -5 | 1 | 2 | -2 | -21
Cc1cccc(-n2ccnc2SCC(=O)Nc2ccc3c(c2)OCCO3)c1 | 4 | 1 | -0.8 | i | i | 1 | -9 | -3 | 1 | -2
Fc1ccccc1N1CCN(C(c2cccs2)c2nnnn2CCc2ccccc2)CC1 (stereo not drawn) | 0 | 4 | 2.9 | i | i | -2 | 10 | -4 | -2 | -1
CS(=O)(=O)N(CC(=O)NCCC1=CCCCC1)c1cccc([N+](=O)[O-])c1 | 0 | 3 | -0.8 | i | i | -8 | -7 | 0 | 3 | -12
CC(C)(C)OC(=O)N1CCC(c2cc(=O)n3[nH]cc(C(=O)Nc4ccc(F)c(Cl)c4)c3n2)CC1 | -2 | 0 | 5.6 | i | i | 6 | 22 | -10 | -3 | 51*
O=C(Nc1cccc(Cl)c1)Nc1ccc2nccnc2c1 | 1 | 2 | 2.4 | i | i | -7 | -5 | -4 | -2 | -11

Looked up by compound from the list above:
SMILES | STEP inh | CSN inh | LMPTP inh | Rpn11 inh | Neddylation inh | Scp1 inh | NadD block | DNMT1 block | Rin1 Abl inh | SUMO1-SIM PPI
C[C@@H]1NS(=O)(=O)[C@H]2C[C@@H]3C=C[C@]2(O3)[C@H]1OC(=O)c1ccc(C(C)(C)C)cc1 | -2 | -3 | 1.0 | i | i | -3 | 5 | 5 | 4 | 5
COc1ccccc1C1CC(c2ccc(F)cc2)Nc2ncnn21 (stereo not drawn) | 1 | 2 | -0.4 | i | i | -6 | 2 | -3 | -2 | 4
CCc1cc2c(NCC3CCCO3)ncnc2s1 (stereo not drawn) | -2 | -3 | -1.1 | i | i | 3 | -6 | 8 | 5 | 1
Cc1cccc(-n2ccnc2SCC(=O)Nc2ccc3c(c2)OCCO3)c1 | 4 | 1 | -0.8 | i | i | 1 | -9 | -3 | 1 | -2
Nc1nc2ccccc2cc1C(=O)NCc1ccc(-c2ccccc2)cc1 | . | 2 | 3.4 | . | i | . | . | . | . | 3
O=C(Nc1nccs1)c1sc2cc(Cl)ccc2c1Cl | -1 | 2 | 2.7 | i | i | -4 | 11 | 1 | -5 | -2

Other results
SMILES | STEP inh | CSN inh | LMPTP inh | Rpn11 inh | Neddylation inh | Scp1 inh | NadD block | DNMT1 block | Rin1 Abl inh | SUMO1-SIM PPI
CNC(=S)N(CCc1c(C)[nH]c2ccc(OC)cc12)Cc1ccco1 | 1 | 5 | -0.4 | i | i | 2 | 0 | -11 | 2 | -9
CCOCCCNC(=O)c1cc(=O)n(Cc2cccc(C)c2)c2ccccc12 | 16 | 1 | -1.6 | i | i | -7 | 1 | 0 | 1 | 1
CC(C)CCC(C)NC(=O)c1ccc2nccnc2c1 (stereo not drawn) | 4 | -3 | -0.6 | i | i | -9 | -3 | -1 | 0 | -9
CCOC(=O)C1CCCN(C(=O)C2CCN(S(=O)(=O)c3ccc(Cl)c(C(F)(F)F)c3)CC2)C1 (stereo not drawn) | 2 | -3 | 1.1 | i | i | -6 | -2 | -2 | 0 | 0
CCNC(=O)C(=O)NCC(c1ccc2c(c1)OCO2)N1CCOCC1 (stereo not drawn) | -1 | 1 | 0.2 | i | i | 1 | 0 | -2 | 1 | 1
COc1cc(/C=N/Nc2ccccn2)ccc1OCC(C)C | 2 | 2 | 1.5 | i | i | 5 | -4 | 2 | -3 | -12
O=C(CSc1nc2ccccc2[nH]1)N1CCN(c2ccc(F)cc2)CC1 | 5 | 6 | 0.9 | i | i | 4 | -4 | 5 | -1 | -1
CCCCN1C(=O)C(CC(=O)NCc2cccs2)CC(C(=O)N(CC)CC)=C1C (stereo not drawn) | 2 | 2 | -1.1 | i | i | . | -3 | 2 | 1 | 2
Cc1cccc(NC(=O)c2ccc(C3SCC(=O)N3CCc3ccccc3)cc2)c1 (stereo not drawn) | 0 | -5 | 2.1 | i | i | -6 | -3 | -3 | -4 | 2
Cc1cc(COc2ccccc2OCCN2CCN(C)CC2)no1 | -3 | 1 | -3.3 | i | i | 6 | -3 | -1 | 1 | -5
COc1cccc(N2C(=O)N(c3ccccc3)C3CS(=O)(=O)CC32)c1 (stereo not drawn) | -4 | 3 | -1.6 | i | i | -6 | 3 | 2 | 8 | 0
COCCCn1c(-c2cccs2)nc2nc3ccccc3nc21 | -2 | 1 | -0.9 | i | . | -8 | -1 | 1 | -1 | -25
CC1C(=O)N2CCCc3cc(S(=O)(=O)Nc4ccccc4C(N)=O)cc1c32 (stereo not drawn) | -1 | 2 | -1.6 | i | i | 0 | -3 | 0 | 2 | 4
C[C@]12C(=O)N(c3ccc(C(F)(F)F)cc3)C(=O)N1[C@@H]1c3ccccc3OC[C@@H]1[C@H]2c1ccccc1 | 3 | -1 | -0.8 | i | i | -11 | 8 | -5 | 5 | 0
COc1ccc(C(=O)NCCS(=O)(=O)NCC2CCCO2)cc1 (stereo not drawn) | -2 | -1 | -1.8 | i | i | -5 | -4 | 2 | -1 | 3
CCOc1ccc(/C=N/NC(=O)CC(=O)NCc2ccccc2)cc1 | 2 | 1 | 0.8 | i | i | 0 | -1 | 5 | 2 | -5

Complete entries, quoted from the list.
CC1C(=O)N2CCCc3cc(S(=O)(=O)Nc4ccccc4C(N)=O)cc1c32 (stereo not drawn) as listed: STEP inh: -1; CSN inh: 2; LMPTP inh: -1.6; Rpn11 inh: i; Neddylation inh: i; Scp1 inh: 0; NadD block: -3; DNMT1 block: 0; Rin1 Abl inh: 2; SUMO1-SIM PPI: 4
C[C@]12C(=O)N(c3ccc(C(F)(F)F)cc3)C(=O)N1[C@@H]1c3ccccc3OC[C@@H]1[C@H]2c1ccccc1 as listed: STEP inh: 3; CSN inh: -1; LMPTP inh: -0.8; Rpn11 inh: i; Neddylation inh: i; Scp1 inh: -11; NadD block: 8; DNMT1 block: -5; Rin1 Abl inh: 5; SUMO1-SIM PPI: 0

Source: PubChem
